NPY-Y2 PAM-ag – potentiates or activates human NPY-Y2 receptor. cells expressing NPY-Y2, potentiator/agonist read-out. activation, % at 3.6 µM. 220,000 compounds, 0.45% hits; in the data active = activation above about 27%;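 also: cells stimulated with NPY near EC25 plus isoproterenol at EC100; 0% = vehicle plus submaximal agonist and 100% = vehicle plus saturating agonist; some results beyond the cut were filed as inactive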
Target sequence (P49146 whole entry, looked up): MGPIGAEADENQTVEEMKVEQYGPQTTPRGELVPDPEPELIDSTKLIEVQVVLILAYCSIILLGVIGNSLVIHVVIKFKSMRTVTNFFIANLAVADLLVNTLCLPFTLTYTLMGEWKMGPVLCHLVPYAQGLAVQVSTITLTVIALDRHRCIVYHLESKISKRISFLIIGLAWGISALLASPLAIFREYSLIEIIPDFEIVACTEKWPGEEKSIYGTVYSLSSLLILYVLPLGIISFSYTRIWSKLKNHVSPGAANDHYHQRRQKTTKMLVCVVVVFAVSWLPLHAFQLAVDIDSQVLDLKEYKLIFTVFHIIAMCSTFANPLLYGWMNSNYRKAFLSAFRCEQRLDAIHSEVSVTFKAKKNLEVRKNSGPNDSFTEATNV
S1P4 ag – activates the human S1P4 receptor; 220,000 compounds, 0.35% hits; AID 1509; activation, % at 4.98 µM; O95977; S1P4-expressing cell line, agonist reporter assay; in the data active = activation above about 11%;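 also: 0% = DMSO vehicle and 100% = reference agonist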
Target sequence (O95977 whole entry, looked up): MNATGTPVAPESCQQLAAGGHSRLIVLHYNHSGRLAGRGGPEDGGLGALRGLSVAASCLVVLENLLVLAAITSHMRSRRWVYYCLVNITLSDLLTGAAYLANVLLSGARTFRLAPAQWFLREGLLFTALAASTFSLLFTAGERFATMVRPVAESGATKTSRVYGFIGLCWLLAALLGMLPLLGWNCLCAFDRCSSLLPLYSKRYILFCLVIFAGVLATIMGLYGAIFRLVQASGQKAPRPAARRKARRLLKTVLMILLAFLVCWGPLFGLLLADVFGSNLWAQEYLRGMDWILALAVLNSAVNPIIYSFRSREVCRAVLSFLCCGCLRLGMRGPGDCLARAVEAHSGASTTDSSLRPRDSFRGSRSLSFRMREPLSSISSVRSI
NPY-Y1 PAM-ag – potentiates or activates human NPY-Y1 receptor; NPY-Y1 expressing cells, potentiator/agonist activation; activation, % at 3.6 µM; 220,000 compounds, 0.37% hits; AID 1304; in the data active = activation above about 33%, passing the limit was not always enough;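 also: cells stimulated with NPY at EC10 then isoproterenol at EC100; 0% = low agonist plus stimulus and 100% = saturating agonist plus stimulus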
eIF4E 4G PPI – blocks eIF4E binding to eIF4G. P63073+Q04637. TR-FRET eIF4E-eIF4GI(517-606) binding, 2 h. inhibition, % at 21.7 µM. 220,000 compounds, 0.37% hits. AID 782;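 active = inhibition above about 30%, limit read from the data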;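 also: 0% = full FRET control wells and 100% = background wells lacking eIF4GI fragment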
PGE2 EP2 inh – EP2 receptor (human) inhibition | 260,000 compounds, 0.52% hits | C6 glioma cells expressing human EP2, cAMP TR-FRET; cells stimulated with saturating PGE2 | inhibition, % at 25 µM | P43116;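 active = percent inhibition above 40 after rounding to a whole number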;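 also: rat C6 glioma host cells with rolipram phosphodiesterase inhibitor present; the protocol text gives 20 µM as final concentration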
S1P4 antag – blocks the human S1P4 receptor. O95977. S1P4-expressing cells, antagonist mode, reporter read-out. inhibition, % at 4.98 µM. 220,000 compounds, 0.26% hits; in the data active = inhibition above about 29%;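 also: 0% = wells stimulated with agonist and 100% = vehicle wells without agonist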
p97 ATPase inh – blocks human p97 ATPase activity | recombinant p97 ATPase, Kinase-Glo ATP luminescence, 3 h | 220,000 compounds, 0.42% hits | inhibition, % at 8 µM | P55072; in the data active = inhibition above about 15%;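 also: 0% = DMSO vehicle and 100% = wells lacking enzyme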
NPY-Y1 antag – antagonists of human neuropeptide Y receptor Y1; HEK293-CNG Y1 cells, membrane potential fluorescence; NPY at EC95, then isoproterenol; AID 1040; 200,000 compounds, 1% hits; inhibition, % at 3.6 µM; P25929;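 active = inhibition above the campaign mean inhibition of all tested compounds plus 3 SD, cut at about 20% in these data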;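 also: 0% = DMSO wells given NPY plus isoproterenol and 100% = isoproterenol alone without NPY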
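System: HEK293 cells with Y1 receptor plus CNG channel / Probe or stimulus: NPY 25 nM then isoproterenol 1 µM plus Ro 20-1724 25 µM / Compound: one concentration, 3.6 µM, in 0.4% DMSO / Schedule: compound incubation 1 h at room temperature, readout 45 min post-stimulation / Measured by: membrane potential fluorescence / Read-out: % inhibition of NPY effect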
EP2 mod – modulators of human EP2 prostaglandin E2 receptor. EP2-expressing cells, cAMP HTRF FRET, PGE2 co-stimulation. AID 940. induction, % at 25 µM. 260,000 compounds, 0.83% hits. P43116;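 active = compounds whose cAMP rise, as percent of the full-agonist control response, exceeds 60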;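 also: rat C6 glioma line stably carrying human EP2 under a CMV promoter; the protocol text gives 20 µM as final concentration; 100% = response of wells given 1 µM PGE2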
* = called active by the depositor; [ ] = remark or other dose.

Results for CCN(CC)CCCNC(=O)c1ccc(Cl)c(S(=O)(=O)Nc2ccccc2OC)c1 ?
NPY-Y2 PAM-ag: -10; S1P4 ag: -2.0; NPY-Y1 PAM-ag: -10; eIF4E 4G PPI: 2; PGE2 EP2 inh: 7; S1P4 antag: -4; p97 ATPase inh: -1; NPY-Y1 antag: 0; EP2 mod: 8

Results for Cc1cc(C)cc(Oc2ccccc2/C=N\O)c1 ?
NPY-Y2 PAM-ag: -15; S1P4 ag: 3.9; NPY-Y1 PAM-ag: -9; eIF4E 4G PPI: -1; PGE2 EP2 inh: 16; S1P4 antag: -26; p97 ATPase inh: 0; NPY-Y1 antag: 0; EP2 mod: 53

What do the screens show for `COc1cc(NC(N)=S)c(OC)cc1Cl`?
NPY-Y2 PAM-ag: 8; S1P4 ag: 1.4; NPY-Y1 PAM-ag: 26; eIF4E 4G PPI: -2; PGE2 EP2 inh: 8; S1P4 antag: -5; p97 ATPase inh: 5; EP2 mod: 0

What do the screens show for `O=C(CSc1nnc(-c2ccco2)o1)NC1CCCCC1`?
NPY-Y2 PAM-ag: 8; S1P4 ag: 1.2; NPY-Y1 PAM-ag: -11; eIF4E 4G PPI: 4; PGE2 EP2 inh: 7; S1P4 antag: 8; p97 ATPase inh: 3; NPY-Y1 antag: 1; EP2 mod: 9

Results for COC(=O)c1nc(NC2=NCCCCC2)n[nH]1 ?
NPY-Y2 PAM-ag: -7; S1P4 ag: 1.7; NPY-Y1 PAM-ag: 3; eIF4E 4G PPI: 2; PGE2 EP2 inh: 4; S1P4 antag: -28; p97 ATPase inh: -9; NPY-Y1 antag: -3; EP2 mod: -28

How did CCN(c1ccc(NC(=O)COC(=O)c2cccs2)cc1)C(C)C do in these assays?
NPY-Y2 PAM-ag: 9; S1P4 ag: -1.0; NPY-Y1 PAM-ag: 25; eIF4E 4G PPI: 1; PGE2 EP2 inh: 34; S1P4 antag: -30; p97 ATPase inh: 3; NPY-Y1 antag: 6; EP2 mod: 5

What do the screens show for `O=C(NCCCn1ccnc1)NC(C(F)(F)F)C(F)(F)F`?
NPY-Y2 PAM-ag: -12; S1P4 ag: -1.0; NPY-Y1 PAM-ag: 4; eIF4E 4G PPI: 0; PGE2 EP2 inh: 5; S1P4 antag: 9; p97 ATPase inh: 3; NPY-Y1 antag: -5; EP2 mod: 1

How did CCN(CC)CCCN1CC(O)=C(c2nc3ccccc3s2)C1=N do in these assays?
NPY-Y2 PAM-ag: -3; S1P4 ag: 2.0; NPY-Y1 PAM-ag: -15; eIF4E 4G PPI: 4[fluorescence artefact?]; PGE2 EP2 inh: 6; S1P4 antag: -27; p97 ATPase inh: -1; NPY-Y1 antag: 4; EP2 mod: -28

Results for CCOC(=O)c1c(C)[nH]c(C)c1C(=O)COC(=O)c1ccc(OC)c(OC)c1 ?
NPY-Y2 PAM-ag: -4; S1P4 ag: 7.7; NPY-Y1 PAM-ag: -6; eIF4E 4G PPI: 0; PGE2 EP2 inh: 5; S1P4 antag: -6; p97 ATPase inh: -7; NPY-Y1 antag: 3; EP2 mod: -27

Results for CC1CC2=C(C(=O)O1)C(C)Nc1ccccc1N2 (stereo unspecified) ?
NPY-Y2 PAM-ag: -7; S1P4 ag: 4.2; NPY-Y1 PAM-ag: -18; eIF4E 4G PPI: -1; PGE2 EP2 inh: 8; S1P4 antag: -19; p97 ATPase inh: -2; NPY-Y1 antag: 0; EP2 mod: 9

Results for CC(=C/c1ccccc1)/C=N/Nc1nc(N2CCCCC2)nc(N2CCCCC2)n1 ?
NPY-Y2 PAM-ag: -4; S1P4 ag: 1.8; NPY-Y1 PAM-ag: 14; eIF4E 4G PPI: 17[fluorescence artefact?]; PGE2 EP2 inh: 6; S1P4 antag: -5; p97 ATPase inh: 6; NPY-Y1 antag: 13; EP2 mod: 8

Results for O=C1c2ccccc2C(=O)N1CCc1csc(-c2ccc(F)cc2)n1 ?
NPY-Y2 PAM-ag: -19; S1P4 ag: -0.7; NPY-Y1 PAM-ag: -51; eIF4E 4G PPI: 1; PGE2 EP2 inh: 10; S1P4 antag: -6; p97 ATPase inh: -4; NPY-Y1 antag: 0; EP2 mod: -1

How did CN1CCN(NC(=O)c2ccc(F)cc2)CC1 do in these assays?
NPY-Y2 PAM-ag: -12; S1P4 ag: -0.1; NPY-Y1 PAM-ag: 13; eIF4E 4G PPI: 4[fluorescence artefact?]; S1P4 antag: -5; p97 ATPase inh: 0; NPY-Y1 antag: -2; EP2 mod: -3

What do the screens show for `CCOC(=O)C(O)(CC(=O)Nc1cc(F)ccc1C)C(F)(F)F` (stereo unspecified)?
NPY-Y2 PAM-ag: 14; S1P4 ag: 1.2; NPY-Y1 PAM-ag: 5; eIF4E 4G PPI: 6; PGE2 EP2 inh: 8; S1P4 antag: 11; p97 ATPase inh: 1; NPY-Y1 antag: 0; EP2 mod: 31

What do the screens show for `CCNC(=S)Nc1cc(Cl)ccc1Oc1ccccc1`?
NPY-Y2 PAM-ag: 2; S1P4 ag: 1.5; NPY-Y1 PAM-ag: -17; eIF4E 4G PPI: -3; PGE2 EP2 inh: 7; S1P4 antag: -11; p97 ATPase inh: 5; NPY-Y1 antag: 3; EP2 mod: 12

Results for COC(=O)C(C(=O)OC)c1ncc(C(F)(F)F)cc1Cl ?
NPY-Y2 PAM-ag: 3; S1P4 ag: -0.3; NPY-Y1 PAM-ag: -20; eIF4E 4G PPI: 4; PGE2 EP2 inh: 4; S1P4 antag: -16; p97 ATPase inh: 0; NPY-Y1 antag: -5; EP2 mod: 15

How did CCOC(=O)c1ccc(S(=O)(=O)N2CCC(C(=O)OCC)CC2)cc1 do in these assays?
NPY-Y2 PAM-ag: 12; S1P4 ag: -1.8; NPY-Y1 PAM-ag: -2; eIF4E 4G PPI: -11[fluorescence artefact?]; PGE2 EP2 inh: 10; S1P4 antag: -20; p97 ATPase inh: -4; NPY-Y1 antag: -7; EP2 mod: -21

Results for Cn1c(=O)c2c(=O)cc(NNC(=O)C(C)(C)C)[nH]c2n(C)c1=O ?
NPY-Y2 PAM-ag: -16; S1P4 ag: -1.0; NPY-Y1 PAM-ag: 6; eIF4E 4G PPI: -2[fluorescence artefact?]; PGE2 EP2 inh: 8; S1P4 antag: -6; p97 ATPase inh: 3; NPY-Y1 antag: 1; EP2 mod: 3

How did CCCc1cc(C(=O)Nc2sc(C)c(CC)c2C#N)no1 do in these assays?
NPY-Y2 PAM-ag: 3; S1P4 ag: -1.0; NPY-Y1 PAM-ag: 21; eIF4E 4G PPI: 1; S1P4 antag: -16; p97 ATPase inh: -2; NPY-Y1 antag: 5; EP2 mod: -11

How did Nc1nc(SCC(=O)N2CCCc3ccccc32)n(-c2ccccc2)n1 do in these assays?
NPY-Y2 PAM-ag: 0; S1P4 ag: -0.7; NPY-Y1 PAM-ag: 10; eIF4E 4G PPI: -2; PGE2 EP2 inh: 7; S1P4 antag: 0; p97 ATPase inh: 4; NPY-Y1 antag: 5; EP2 mod: -3

Entries above with a thiophene ring, fused or not, in the order listed:
How did CCN(c1ccc(NC(=O)COC(=O)c2cccs2)cc1)C(C)C do in these assays?
NPY-Y2 PAM-ag: 9; S1P4 ag: -1.0; NPY-Y1 PAM-ag: 25; eIF4E 4G PPI: 1; PGE2 EP2 inh: 34; S1P4 antag: -30; p97 ATPase inh: 3; NPY-Y1 antag: 6; EP2 mod: 5

How did CCCc1cc(C(=O)Nc2sc(C)c(CC)c2C#N)no1 do in these assays?
NPY-Y2 PAM-ag: 3; S1P4 ag: -1.0; NPY-Y1 PAM-ag: 21; eIF4E 4G PPI: 1; S1P4 antag: -16; p97 ATPase inh: -2; NPY-Y1 antag: 5; EP2 mod: -11

Later entries:
What do the screens show for `Cc1nn(C(C)C(=O)NCc2ccco2)c(C)c1[N+](=O)[O-]` (stereo unspecified)?
NPY-Y2 PAM-ag: 3; S1P4 ag: 4.2; NPY-Y1 PAM-ag: 3; eIF4E 4G PPI: -2; PGE2 EP2 inh: 7; S1P4 antag: -3; p97 ATPase inh: 4; NPY-Y1 antag: 1; EP2 mod: 23

What do the screens show for `NC(=O)c1c(NC(=O)CN2C(=O)NC(Cc3ccccc3)C2=O)sc2c1CCC2` (stereo unspecified)?
NPY-Y2 PAM-ag: 9; S1P4 ag: 0.8; NPY-Y1 PAM-ag: -4; eIF4E 4G PPI: 14; PGE2 EP2 inh: 9; S1P4 antag: -16; p97 ATPase inh: -5; EP2 mod: -20

What do the screens show for `Brc1ccccc1-c1cnco1`?
NPY-Y2 PAM-ag: -19; S1P4 ag: 0.8; NPY-Y1 PAM-ag: -7; eIF4E 4G PPI: 0; PGE2 EP2 inh: 3; S1P4 antag: 3; p97 ATPase inh: 0; NPY-Y1 antag: 2; EP2 mod: -1

What do the screens show for `c1ccc(CCc2nn3c(-c4ccncc4)nnc3s2)cc1`?
NPY-Y2 PAM-ag: -11; S1P4 ag: 3.2; NPY-Y1 PAM-ag: -19; eIF4E 4G PPI: -1; PGE2 EP2 inh: 8; S1P4 antag: -14; p97 ATPase inh: 1; NPY-Y1 antag: -8; EP2 mod: -1

Results for CC(C)Nc1cc(C(F)(F)F)nc(-c2ccccn2)n1 ?
NPY-Y2 PAM-ag: 13; S1P4 ag: 1.3; NPY-Y1 PAM-ag: 5; eIF4E 4G PPI: 2; PGE2 EP2 inh: 3; S1P4 antag: -17; p97 ATPase inh: 2; NPY-Y1 antag: 6; EP2 mod: -22

Results for COc1ccc(/C=N\Nc2ccc([N+](=O)[O-])cc2)c(C(=O)O)c1OC ?
NPY-Y2 PAM-ag: -7; S1P4 ag: -0.3; NPY-Y1 PAM-ag: -14; eIF4E 4G PPI: 4; PGE2 EP2 inh: 5; S1P4 antag: -1; p97 ATPase inh: 4; EP2 mod: 2

Results for CCOc1ncccc1C(=O)OCC(=O)Nc1cc(S(=O)(=O)N2CCOCC2)ccc1C ?
NPY-Y2 PAM-ag: 1; S1P4 ag: 0.8; NPY-Y1 PAM-ag: 9; eIF4E 4G PPI: 4; PGE2 EP2 inh: 6; S1P4 antag: -21; p97 ATPase inh: -4; NPY-Y1 antag: 2; EP2 mod: 19

How did FC(F)(F)c1cccnc1Oc1ccc(C2=NCCS2)cc1 do in these assays?
NPY-Y2 PAM-ag: -6; S1P4 ag: 0.4; NPY-Y1 PAM-ag: -11; eIF4E 4G PPI: -1; PGE2 EP2 inh: 7; S1P4 antag: 8; p97 ATPase inh: -10; EP2 mod: 9

What do the screens show for `O=S(=O)(c1cnccc1N1CCN(/N=C/c2ccccc2)CC1)N1CCCCC1`?
NPY-Y2 PAM-ag: -4; S1P4 ag: 1.2; NPY-Y1 PAM-ag: 4; eIF4E 4G PPI: 0; PGE2 EP2 inh: 9; S1P4 antag: 6; p97 ATPase inh: 6; NPY-Y1 antag: 6; EP2 mod: -40

How did Cc1ccc(Nc2nc(C(=O)N3CCC(C(=O)N4CCN(C)CC4)CC3)cs2)cc1 do in these assays?
NPY-Y2 PAM-ag: 0; S1P4 ag: 1.4; NPY-Y1 PAM-ag: -3; eIF4E 4G PPI: 8[fluorescence artefact?]; PGE2 EP2 inh: 5; S1P4 antag: 1; p97 ATPase inh: 11; NPY-Y1 antag: -9; EP2 mod: -4

How did S=c1[nH]nc(C2COc3ccccc3O2)o1 (stereo unspecified) do in these assays?
NPY-Y2 PAM-ag: -48; S1P4 ag: -1.1; NPY-Y1 PAM-ag: -49; eIF4E 4G PPI: 0; PGE2 EP2 inh: 12; S1P4 antag: -1; p97 ATPase inh: -3; NPY-Y1 antag: 14; EP2 mod: 11

A portion of the library; count on the stated rates, not on these rows.
